CSN inh = blocks human CSN-mediated cullin deneddylation; inhibition, % at 12.5 µM; Purified CSN, SCF-Nedd8-OG deneddylation, fluorescence polarization; AID 651999; actives 0.38% (n = 360,000); Q92905;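 active = pattern-corrected inhibition above about 35%, with an unprinted fluorescence ratio check between 0.5 and 1.5, limit read from the data, passing the limit was not always enough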;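 also: 0% = enzyme with substrate and 100% = substrate without enzyme; some results filed as inactive read as strong as hits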
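Material: human Csn5 produced in HEK293T cells; Input: enzyme 0.24 nM; Reagent: SCFSkp2-Nedd8OG substrate at 10 nM final; Dosing: 12.5 µM compound; Incubation: 90 min reaction at room temperature; Detection: fluorescence polarization of the substrate; Evaluation: % inhibition of substrate cleavage by Csn5; Control set: substrate-only high control, full reaction low control.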
LMPTP block = LMPTP (human) inhibition; recombinant LMPTP-A, OMFP fluorogenic substrate, fluorescence intensity; inhibition, % at 20 µM; actives 0.22% (n = 360,000);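 active = compounds that cut the enzyme signal by at least half of the control window in the single-dose screen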;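 also: plate controls were DMSO wells with enzyme plus substrate for no effect and substrate without enzyme for full effect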
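Material: LMPTP-A; amount: 0.625 nM enzyme; doses: single 20 µM dose; times: reaction 50 min, room temperature, dark; technique: fluorescence intensity of OMFP turnover product; benchmarks: no-enzyme and uninhibited controls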
Rpn11 inh = blocks the human proteasome subunit Rpn11; human 26S proteasome, Ub4-pepOG fluorescence polarization; 20S core pre-blocked with epoxomicin; calls only at 20 µM; actives 0.59% (n = 360,000);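 active = inhibition at 20 µM, scaled to each plate's controls, above about 33%, limit read from the data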
MsrA inhibitor = bovine MsrA inhibition; purified bovine MsrA, absorbance read-out; inhibition, % at 15.5 µM; actives 0.75% (n = 360,000); in the data active = inhibition above about 4.5%;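 also: 0% = vehicle wells with enzyme and 100% = reference inhibitor wells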
SUMO1 PPI mod = alters human SUMO1 binding to SIM partners; SUMO1 binding to a labelled peptide, TR-FRET, 1 h; inhibition, % at 20 µM; actives 0.33% (n = 360,000); AID 602429; in the data active = inhibition above about 37%
STEP block = inhibitors of human striatal-enriched phosphatase STEP; recombinant STEP, OMFP fluorogenic substrate, fluorescence; AID 588621; inhibition, % at 20 µM; actives 0.25% (n = 360,000);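 active = inhibition at 20 µM, scaled per plate between control wells, above about 37%, limit read from the data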;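 also: 0% = DMSO with enzyme and substrate and 100% = substrate only without enzyme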
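System: isolated STEP enzyme; schedule: 20 min enzyme reaction at room temperature, protected from light; medium: Bis-Tris buffer pH 6.0, 2.5 mM DTT, 0.005% Tween 20; signal: fluorescence, 480/540 nm; dosing: single compound dose of 20 µM, 1% DMSO final; also added: OMFP substrate, 25 µM final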
NadD inh = blocks S. aureus nicotinate mononucleotide adenylyltransferase; purified NadD enzyme, colorimetric absorbance read-out; actives 0.78% (n = 360,000); inhibition, % at 20 µM; AID 602399; in the data active = inhibition above about 26%; also: some compounds past the cut are filed as inactive
DNMT1 inh = DNMT1 (human) enzyme inhibition | actives 0.83% (n = 360,000) | AID 588458 | DNMT1 molecular beacon, Hinp1I cleavage, fluorescence | inhibition (reported as % activation of signal), % at 10 µM | P26358; in the data active = inhibition above about 50%
Target sequence (P26358 504-1616 limits assumed): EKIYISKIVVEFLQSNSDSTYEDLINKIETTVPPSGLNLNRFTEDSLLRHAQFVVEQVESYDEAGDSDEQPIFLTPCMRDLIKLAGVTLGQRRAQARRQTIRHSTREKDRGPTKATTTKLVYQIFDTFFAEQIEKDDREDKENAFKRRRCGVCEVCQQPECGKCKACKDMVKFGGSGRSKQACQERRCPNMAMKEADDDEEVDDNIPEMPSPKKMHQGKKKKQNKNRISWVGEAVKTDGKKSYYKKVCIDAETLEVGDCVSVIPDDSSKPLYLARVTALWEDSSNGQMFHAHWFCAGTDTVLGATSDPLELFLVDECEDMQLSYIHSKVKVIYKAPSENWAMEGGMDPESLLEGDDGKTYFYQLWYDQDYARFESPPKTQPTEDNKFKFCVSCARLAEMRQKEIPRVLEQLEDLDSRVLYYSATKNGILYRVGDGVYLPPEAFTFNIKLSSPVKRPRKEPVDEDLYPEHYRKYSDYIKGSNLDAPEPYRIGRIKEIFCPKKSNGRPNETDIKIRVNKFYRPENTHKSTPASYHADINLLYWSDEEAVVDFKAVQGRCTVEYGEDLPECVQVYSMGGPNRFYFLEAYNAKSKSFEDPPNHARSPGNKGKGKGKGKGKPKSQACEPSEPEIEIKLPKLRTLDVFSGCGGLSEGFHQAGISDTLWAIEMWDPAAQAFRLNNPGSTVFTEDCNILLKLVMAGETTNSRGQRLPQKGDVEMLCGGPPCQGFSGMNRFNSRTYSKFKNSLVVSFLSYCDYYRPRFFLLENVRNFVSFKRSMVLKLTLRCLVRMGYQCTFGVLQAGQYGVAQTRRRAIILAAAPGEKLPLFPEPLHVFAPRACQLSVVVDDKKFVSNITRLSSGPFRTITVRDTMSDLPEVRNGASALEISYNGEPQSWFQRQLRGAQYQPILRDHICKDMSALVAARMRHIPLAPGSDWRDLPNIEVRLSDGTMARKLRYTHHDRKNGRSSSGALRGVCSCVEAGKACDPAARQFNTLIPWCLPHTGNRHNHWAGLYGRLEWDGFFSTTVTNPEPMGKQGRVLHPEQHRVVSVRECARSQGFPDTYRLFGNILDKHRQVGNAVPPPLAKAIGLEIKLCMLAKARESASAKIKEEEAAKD
Scp1 inh = inhibitors of human Scp-1 phosphatase; Recombinant Scp1, phosphopeptide, malachite green phosphate absorbance; actives 0.88% (n = 340,000); Q9GZU7; inhibition, % at 20 µM;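 active = inhibition above about 50% at 20 µM, limit read from the data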;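 also: plate controls were DMSO wells with enzyme for no effect and wells lacking enzyme for full effect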
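assay system = SCP-1 phosphatase catalytic domain, residues 76-261 | buffer or medium = 50 mM Tris acetate pH 5.5, 0.005% Tween-20, 10 mM MgCl2 | incubation = enzyme reaction 45 min at room temperature, colour 5 min, stabilisation 30 min | signal = Phosphate-binding colour reagent, absorbance read at 630 nm | measure = % inhibition at 20 µM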
Tb MetRS inh = Trypanosoma brucei MetRS inhibition; purified T. brucei MetRS, ATP depletion, Kinase-Glo luminescence; inhibition, % at 11.9 µM; actives 0.4% (n = 360,000);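 active = inhibition above a per-plate cutoff of the control wells' mean inhibition plus 3 SD, cut at about 5.5% in these data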;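 also: 0% = DMSO wells median and 100% = median of wells with control inhibitor compound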
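System: purified T. brucei MetRS enzyme / Detection: Kinase-Glo luciferase luminescence reporting remaining unconsumed ATP / Medium: HEPES buffer with MgCl2, KCl, DTT, spermine, BSA, pyrophosphatase / Replication: singlicate, one well per compound / Evaluation: percent inhibition relative to median high and low control wells / Schedule: 2 h aminoacylation at 25 °C after 15 min preincubation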
An asterisk follows results filed as active; i = inactive; nt = not tested or not shown.

SMILES	CSN inh	LMPTP block	Rpn11 inh	MsrA inhibitor	SUMO1 PPI mod	STEP block	NadD inh	DNMT1 inh	Scp1 inh	Tb MetRS inh
Cc1cccc(N2CCN(C(=O)c3csc4ccccc34)CC2C)c1 (centres undefined)	-14	-0.1	i	-1.7	1	-2	-6	1	-1	-0.1
Cc1ccc(S(=O)(=O)NCc2cccc([N+](=O)[O-])c2)cc1	0	-1.9	i	-0.5	-21	2	-6	1	nt	-0.2
CN(C)CCSc1nc(-c2ccccc2)nc2c1CCCC2	-1	-0.6	i	-0.8	0	2	-5	5	-9	0.1
O=C(CNCc1ccco1)Nc1cc(S(=O)(=O)N2CCOCC2)ccc1N1CCOCC1	2	1.8	i	0.5	0	1	1	0	-10	-0.2
COc1ccc(OCc2cc(C(=O)N(C)C3CCOCC3)no2)c2ccccc12	1	0.3	i	2.0	-12	0	-4	-10	-9	-0.8
COc1ccc(-c2cc(C(F)(F)F)nc(S(=O)(=O)CCCC(=O)Nc3cccc(O)c3)n2)cc1OC	2	1.2	i	2.8	6	0	-4	4	4	0.1
COc1ccc2[nH]c(C(=O)N/N=C/c3ccc(OC)c(O)c3)cc2c1	2	-0.9	i	7.5*	-17	1	-7	-2	-10	-0.9
CC/C(O)=C(/C#N)c1nnc2n1CCCCC2	-2	-1.7	i	-0.4	-1	-2	-2	1	-10	0.6
Cc1ccc(OCCC(=O)Nc2ccc3c(c2)OCCCO3)cc1	0	0.2	i	-0.9	0	4	-5	-3	-13	-0.1
O=C(OCc1ccccc1)N1CCC2CC1c1cc(-c3ccc(F)cc3)ccc12 (centres undefined)	0	4.5	i	1.3	3	2	0	16	-17	-0.8
NS(=O)(=O)c1ccc(NC(=O)c2cc(=O)c3ccccc3o2)cc1	-3	-3.6	i	2.1	-27	0	6	4	-9	0.8
COc1ccccc1-c1cccc(-c2nc(C(=O)Nc3nccs3)cc3c2[C@@H](CCO)N(C(=O)CC2CC2)C3)c1	-4	3.0	nt	0.0	-8	nt	8	nt	nt	-0.2

5 neighbouring records from above, for reference:
SMILES	CSN inh	LMPTP block	Rpn11 inh	MsrA inhibitor	SUMO1 PPI mod	STEP block	NadD inh	DNMT1 inh	Scp1 inh	Tb MetRS inh
CC/C(O)=C(/C#N)c1nnc2n1CCCCC2	-2	-1.7	i	-0.4	-1	-2	-2	1	-10	0.6
Cc1ccc(OCCC(=O)Nc2ccc3c(c2)OCCCO3)cc1	0	0.2	i	-0.9	0	4	-5	-3	-13	-0.1
O=C(OCc1ccccc1)N1CCC2CC1c1cc(-c3ccc(F)cc3)ccc12 (centres undefined)	0	4.5	i	1.3	3	2	0	16	-17	-0.8
NS(=O)(=O)c1ccc(NC(=O)c2cc(=O)c3ccccc3o2)cc1	-3	-3.6	i	2.1	-27	0	6	4	-9	0.8
COc1ccccc1-c1cccc(-c2nc(C(=O)Nc3nccs3)cc3c2[C@@H](CCO)N(C(=O)CC2CC2)C3)c1	-4	3.0	nt	0.0	-8	nt	8	nt	nt	-0.2

Further results.
SMILES	CSN inh	LMPTP block	Rpn11 inh	MsrA inhibitor	SUMO1 PPI mod	STEP block	NadD inh	DNMT1 inh	Scp1 inh	Tb MetRS inh
CC(C)C1C(=O)NC(=S)N1S(=O)(=O)c1ccc(C(C)(C)C)cc1 (centres undefined)	-4	0.6	i	0.7	2	1	6	-4	-5	0.4
COc1ccc(-c2coc3c(C(=O)NCC(C)C)cccc23)c(C)c1	4	2.6	i	1.8	6	0	0	9	nt	-0.3
CCOC(=O)C1=NNC2(c3ccccc3)C(=O)N(c3cccc(Br)c3)C(=O)C12 (centres undefined)	-1	1.4	i	0.1	0	-1	-3	-26	-9	-0.5
CC(C)(C)NC(=O)CCN(/N=C/c1ccccc1O)C1=NS(=O)(=O)c2ccccc21	0	1.9	i	0.7	5	0	-4	0	-12	-1.2
CC(C)(C)NS(=O)(=O)c1ccc(NC(=S)NC(=O)C2CCC2)cc1	3	-0.6	i	-1.1	0	0	-3	-2	-9	-0.4
CCC(O)c1cc2c(cc1NC(=O)c1cccs1)OCCO2 (centres undefined)	-1	-0.7	i	-0.4	0	-2	1	-4	-6	-1.1
COc1ccc2cc(C)c3nnc(SCc4cccnc4)n3c2c1	-4	0.1	i	3.3	7	0	3	0	-4	-0.7
COc1ccc(OC)c(NC=C2C(=O)OC3(CCCCC3)OC2=O)c1	-4	2.1	i	3.5	-4	0	-2	-5	-12	0.1
CCOC(=O)C1(Cc2ccccc2C)CCCN(C(=O)CCC(=O)OC)C1 (centres undefined)	-3	-0.6	i	0.3	1	-2	-1	0	-10	-0.1
COc1ccc(NC(=O)c2cc3c(=O)n(C)c4ccccc4c3n2C)cc1OC	-6	0.4	i	1.3	10	0	-14	-6	-9	-0.8
N#C/C(=C\c1cccc([N+](=O)[O-])c1)C(=O)NCc1ccc(Cl)cc1	-1	-1.0	i	-1.1	-19	-1	12	-5	-11	-0.5
O=C(/C=C/c1ccc(Cl)cc1Cl)NCCSc1ccccc1	-4	4.7	i	1.8	-5	2	2	9	-18	1.2
COc1ccc(NS(=O)(=O)c2cn(C)nc2C)cc1	0	3.3	i	1.6	5	-3	-6	4	-5	-0.5
COc1ccccc1N1CCN(C(=O)c2cc(-c3ccc(Cl)cc3)on2)CC1	-4	3.3	i	1.8	-2	-2	1	-4	0	-0.5
CCCC1=Nc2cc(C(=O)NCc3ccco3)ccc2Sc2ccccc21	5	1.5	i	-0.7	0	5	5	-16	1	1.5
COCCCNC(=S)Nc1cccc(S(=O)(=O)NC2=NCCC2)c1	-7	-0.3	i	0.1	1	0	-25	2	-1	-0.7
COc1cc(/C=N/Nc2nnc3c(n2)[nH]c2ccccc23)ccc1O	-3	1.9	i	4.6*	2	1	-1	3	-8	-0.3
CCCc1ccc(S(=O)(=O)NCc2nnc(SC)n2C)cc1	-2	-0.7	i	0.0	6	-1	-1	3	-5	-0.5
CC1CCN(S(=O)(=O)c2ccc(F)c(C(=O)O)c2)CC1	-1	-2.0	i	0.4	1	10	-1	5	1	-0.4
C=CCSC1=C(C#N)C(c2ccccc2Cl)C(C(=O)c2cccs2)C(O)(C(F)(F)F)N1 (centres undefined)	3	1.6	i	-0.9	2	-3	-6	-4	-10	0.1
COc1cc(OC)c(NC(=O)c2cc(S(=O)(=O)N3CCOCC3)cn2C)cc1Cl	-3	0.5	i	-0.1	7	-4	2	0	-3	-1.9
Cc1c(Br)c(C(F)(F)F)nn1CC(=O)NCC1CCCO1 (centres undefined)	-4	-0.2	i	0.0	-1	2	-3	3	-6	0.1
Cc1csc(NC(=O)CSc2nc(C(C)C)nc3c2c(=O)n(C)c(=O)n3C)n1	-4	0.0	i	0.3	-3	1	7	3	-11	-0.6
CCN1CCN(C(c2cccs2)C(C)NC(=O)c2ccccc2OC)CC1 (centres undefined)	1	-1.5	i	0.7	-1	-2	-6	6	-1	-0.9
COCc1cc(C)n(CC(=O)NCC2CCCO2)c(=O)c1C#N (centres undefined)	1	-1.4	i	3.1	-4	-3	5	-1	-1	-0.3
CCN1CCN(S(=O)(=O)c2ccc3c(c2)OCCO3)CC1	-1	-0.3	i	-0.7	-2	-1	0	4	1	-1.1
O=C(Nc1ccc(N2C(=O)C3C4C=CC(C4)C3C2=O)cc1Cl)c1cccs1 (centres undefined)	0	1.1	i	0.5	4	-3	0	3	-7	-0.6
O=C1OC(c2cc(Br)c(O)c(Br)c2)c2ccccc21 (centres undefined)	0	-8.3	i	-0.7	18	3	-2	1	-7	-0.4
CCCSc1ncnc2[nH]ncc12	0	-3.3	i	0.9	-2	-4	-7	4	-2	-0.3
O=c1c2sccc2n(Cc2ccc(F)cc2)c(=O)n1-c1ccc(F)cc1	-2	-1.2	i	-0.1	-1	-1	-15	2	-14	-0.5
O=S(=O)(Nc1nc(SCc2ccc(Cl)cc2)n[nH]1)c1ccccc1	8	2.1	i	-0.6	3	4	-10	6	-34	-0.2
CN1CCN(C(=O)c2cc3sc4ccccc4c3s2)CC1	-1	1.1	i	2.1	-10	3	2	-1	-4	0.6
OC(CNCc1ccccn1)c1ccccc1 (centres undefined)	-5	-2.0	i	1.1	1	-4	-7	-2	-7	-0.3
Cn1cc(/C=C/C(=O)c2ccccc2)c2ccccc21	1	4.5	i	1.2	-26	4	-9	-5	-18	-0.9
CN1CCN(CC(=O)NN(Cc2ccccc2)c2ccccc2)CC1	4	-5.8	i	-0.8	2	1	-10	-1	3	-0.4
O=C(c1ccco1)N1CCN(c2c([N+](=O)[O-])nn(-c3cccc(Cl)c3)[n+]2[O-])CC1	-6	-0.4	i	0.8	-40	0	-9	3	-11	1.8
COC(=O)CN1C(=O)C(C)(C)Oc2ccc(C(=O)Nc3cccc(OC)c3)cc21	1	0.3	i	-1.1	1	-1	-10	0	-6	0.0
CCOCCCNC(=O)C1CCC(CNS(=O)(=O)c2cccc3nsnc23)CC1 (centres undefined)	2	-0.3	i	0.3	-25	-2	1	0	2	-0.2
Cc1nc2cc(-c3ccccc3)nn2c(C)c1CCC(=O)N1CCN(c2ccccc2)CC1	-2	-2.7	i	-0.6	3	-1	-3	0	-10	-0.8
CC(=O)Nc1ccc(S(=O)(=O)Nc2cccc(-c3ccc4nncn4n3)c2)cc1	-2	-1.7	i	0.0	-10	-1	-4	-4	-13	-1.2
COc1ccccc1C(=O)NC(=O)COC(=O)Cc1n[nH]c(=O)c2ccccc12	0	-0.4	i	0.1	-1	-1	-4	11	1	-0.5
COc1ccccc1C1CC(=O)Nc2cc(C)c(C)cc21 (centres undefined)	-2	-0.7	i	0.4	2	1	3	1	-12	-0.3
COc1ccc(CN2CCN(S(=O)(=O)c3ccccc3)CC2)c(OC)c1	-3	0.3	i	-1.3	-2	8	3	-6	0	-0.4
CCN(CC)C(=O)CSc1nc(COc2ccccc2)nc2ccccc12	-1	-2.0	i	0.8	-3	0	3	0	-2	-0.6
OC[C@@H]1CN(Cc2cccnc2)C[C@H](n2cnc3c(N4CCOCC4)ncnc32)O1	0	0.1	i	0.6	6	1	4	2	nt	0.2
O=C(CN1CCN(S(=O)(=O)c2ccccc2)CC1)Nc1cccc(C(F)(F)F)c1	-1	0.2	i	1.0	-3	-3	-6	-2	1	-0.3
